# High-throughput results deposited in PubChem BioAssay by several laboratories.
# MEKK2 WT-MEK5 – raises or lowers MEK5 binding to wildtype human MEKK2 PB1 domain | binding response (% of control), % at 10 µM | Q9Y2U5 | 290,000 compounds, 1.1% hits | bead flow cytometry, Alexa488-MEK5 binding to MEKK2 WT; actives lie on both sides; in the data active = binding response below about 67% or above about 130%
# GalR3 antag – antagonists of human GalR3. HEK293 GalR3-CNG cAMP membrane potential fluorescence; galR3 body fused to GalR1 C-terminus. inhibition, % at 3 µM. 360,000 compounds, 0.44% hits;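 active = inhibition above the screen-wide average plus 3 SD, cut at about 13% in these data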;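 also: forskolin and galanin both at EC90 stimulate the cells; cAMP rise reported by CNG channel membrane potential dye signal; 0% = forskolin plus galanin with DMSO and 100% = forskolin alone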
# MEKK2mut PB1 HTS – signal of MEK5 binding to mutant human MEKK2 PB1 domain; bead flow cytometry, Alexa488-MEK5 binding to MEKK2 mutant; 290,000 compounds, 0.35% hits; AID 1530; percent response, % at 10 µM; in the data active = percent response above about 24%, passing the limit was not always enough; also: inactives centre near 1; some results filed as inactive read as strong as hits
# MEKK3 PB1 HTS – raises or lowers MEK5 binding to the human MEKK3 PB1 domain. bead-based flow cytometry, Alexa488-MEK5 binding to MEKK3; actives lie on both sides; 0 = blocked by unlabeled MEK5, 100 = vehicle. binding response (% of control), % at 10 µM. 290,000 compounds, 1.4% hits. AID 1529;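 active = binding response more than 3 SD above or below the average of its plate-row segment, actives on both sides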;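 also: Alexa488 bead fluorescence after subtracting the streptavidin-only scavenger bead signal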
# Target sequence (Q99759 whole entry, looked up, the tested form may be a part): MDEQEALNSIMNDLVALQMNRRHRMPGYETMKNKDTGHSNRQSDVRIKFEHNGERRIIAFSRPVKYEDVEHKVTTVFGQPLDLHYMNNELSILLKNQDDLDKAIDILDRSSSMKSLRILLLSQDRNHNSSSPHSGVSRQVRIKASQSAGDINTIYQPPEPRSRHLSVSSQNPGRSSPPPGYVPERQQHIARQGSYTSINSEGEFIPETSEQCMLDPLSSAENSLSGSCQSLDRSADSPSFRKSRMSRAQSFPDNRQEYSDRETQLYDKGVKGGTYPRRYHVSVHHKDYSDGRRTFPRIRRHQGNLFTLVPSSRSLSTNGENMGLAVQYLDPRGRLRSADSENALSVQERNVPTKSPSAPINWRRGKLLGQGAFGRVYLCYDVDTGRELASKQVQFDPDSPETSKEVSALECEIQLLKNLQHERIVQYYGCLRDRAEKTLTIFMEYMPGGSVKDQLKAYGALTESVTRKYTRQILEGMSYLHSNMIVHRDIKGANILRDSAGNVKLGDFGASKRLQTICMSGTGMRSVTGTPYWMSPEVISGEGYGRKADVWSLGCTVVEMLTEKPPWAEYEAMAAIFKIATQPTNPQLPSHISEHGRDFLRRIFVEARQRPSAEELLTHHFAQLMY
# HCV NS3 hel inh – inhibitors of Hepatitis C virus NS3 helicase; AID 1800; 290,000 compounds, 0.56% hits; NS3 helicase DNA unwinding, Cy5 molecular beacon fluorescence; inhibition, % at 10.9 µM;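 active = inhibition above the mean of all tested compounds plus 3 SD, set per campaign, cut at about 35% in these data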;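 also: 0% = DMSO wells and 100% = thioflavine S control wells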
#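 System: HCV NS3 helicase fragment; control set: DMSO and thioflavine S; technique: Cy5 fluorescence at 0 and 60 min, beacon hairpin quenching; reagent: beacon DNA duplex substrate plus ATP; replicates: singlicate; schedule: 1 h reaction at 25 °C, ATP-initiated; medium: MOPS buffer pH 6.5 with MgCl2, DTT, Tween20, BSA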
# UBC9 SUMO inh – inhibitors of human SUMOylation (UBC9); HTRF SUMOylation assay, SAE1/SAE2 + UBC9, in vitro; inhibition, % at 35 µM; 290,000 compounds, 0.36% hits; P63279; AID 2006; in the data active = inhibition above about 50%, passing the limit was not always enough; also: strong numbers were not always called active
# Target sequence (P63279 whole entry, looked up): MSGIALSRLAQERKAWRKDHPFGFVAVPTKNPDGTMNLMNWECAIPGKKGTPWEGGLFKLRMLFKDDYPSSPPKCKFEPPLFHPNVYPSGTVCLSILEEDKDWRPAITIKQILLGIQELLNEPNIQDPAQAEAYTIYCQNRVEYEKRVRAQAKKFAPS
# CRFR2-BP antag – blocks CRF-induced signaling of the CRF-BP/CRF-R2 complex; HEK293 CRF-R2/CRF-BP, CRF-induced calcium fluorescence; inhibition, % at 11.8 µM; 350,000 compounds, 0.59% hits;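 active = inhibition of the ligand-induced calcium signal above about 50% at the single tested concentration, limit read from the data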
# FID counter – displaces DNA intercalator in HCV helicase counter-screen; DNA fluorescent intercalator displacement, fluorescence; inhibition, % at 7.9 µM; 290,000 compounds, 0.17% hits; AID 1845; in the data active = inhibition above about 37%;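 also: 0% = vehicle and 100% = reference compound; higher means more ethidium bromide displaced from hairpin DNA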
# CRFBP-R2 agonist – CRF-BP/CRF-R2 complex agonism | HEK293 CRF-R2/CRF-BP, calcium dye fluorescence (FLIPR); percent of saturating CRF peptide response | activation, % at 13.2 µM | 350,000 compounds, 0.46% hits;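 active = activation of at least 50%, plus an integration ratio under a set limit after plate pattern correction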;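 also: plate controls were neutral control wells without compound for no effect and CRF at EC100 for full effect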
# * = called active by the depositor; / = no result given.
compound,MEKK2 WT-MEK5,GalR3 antag,MEKK2mut PB1 HTS,MEKK3 PB1 HTS,HCV NS3 hel inh,UBC9 SUMO inh,CRFR2-BP antag,FID counter,CRFBP-R2 agonist
O=C(CCN1C(=O)[C@@H]2Cc3ccccc3CN2C1=O)NCc1ccccc1,103.0,-8.2,4.0,102.0,5.6,13.7,-14.5,-11.3,-0.1
CCOC(=O)c1c(NC(=O)C(NCCN(C)C)c2ccccc2)sc2c1CCCC2 (centres undefined),171.0*,-9.7,43.0*,109.0,-72.4,18.9,-11.8,26.7,-1.3
COC(=O)Cn1c(=NC(=O)c2ccc(S(=O)(=O)N3CCc4ccccc4C3)cc2)sc2cc(OC)ccc21,93.0,3.0,-1.0,92.0,4.9,-14.8,-8.2,2.5,0.5
C/C(=N\Nc1cccc(C(F)(F)F)c1)c1ccc(O)cc1,90.0,-4.6,-2.0,91.0,-7.7,17.0,-7.7,-0.5,0.8
O=C(O)c1ccccc1C(=O)NCc1ccccc1,107.0,6.0,2.0,95.0,-6.5,-8.3,7.8,-2.8,-2.8
CCN(CC)CCN(C(=O)Cn1nnc(-c2ccc(OC)c(OC)c2)n1)C(C(=O)NC1CCCC1)c1ccc(F)cc1 (centres undefined),104.0,-12.0,-1.0,98.0,-4.5,17.8,2.8,4.0,-0.6
CCC(CO)N=CC1=C(O)CC(C)(C)CC1=O (centres undefined),102.0,5.7,2.0,103.0,16.0,7.8,-1.4,-1.2,-1.2
CCc1ccc2oc(=O)cc(CN(C)Cc3ccccc3)c2c1,93.0,-2.8,-4.0,97.0,3.3,-20.2,7.0,-20.4,-0.1
O=C(/C=C/c1cccs1)Nc1ccc(N2CCOCC2)c(S(=O)(=O)Nc2cc(Cl)ccc2Cl)c1,90.0,4.0,-3.0,88.0,1.6,-11.3,-37.9,-1.1,2.6
CC(SC#N)C(=O)C12CC3CC(CC(C3)C1)C2 (centres undefined),94.0,-0.8,-4.0,100.0,3.4,-4.8,-9.6,-6.7,-0.2
O=C(CSc1nnc(-c2ccccc2)c(-c2ccccc2)n1)Nc1ncc(Cl)cc1Cl,90.0,-2.0,14.0,99.0,-4.7,-4.2,0.9,-7.2,2.5
CN(C)CCOC(=O)Cc1ccc(Cl)cc1,111.0,-2.4,7.0,109.0,3.5,4.9,7.2,1.1,2.3
COc1ccc(S(=O)(=O)NCCSC(C)(C)C)cc1,97.0,2.3,-1.0,97.0,-1.0,12.8,-11.9,-6.8,-1.5
NS(=O)(=O)c1ccc(CCNC(=O)CCCn2c(=O)[nH]c3ccc(Br)cc3c2=O)cc1,106.0,-2.5,-1.0,101.0,-7.1,-4.0,-2.9,-13.6,2.1
Cc1ccc(S(=O)(=O)CCC(=O)OCC(=O)NCC(=O)Nc2cccc(C)c2C)cc1,106.0,0.9,4.0,102.0,2.1,4.0,7.2,-29.8,-0.4
COC(=O)C1=C(C)NC(=S)NC1/C=C/c1ccccc1 (centres undefined),102.0,-4.5,2.0,107.0,-5.9,8.5,9.5,-10.7,-0.9
Cc1cc(C)n2c(C)nnc2c1,99.0,-4.9,-1.0,92.0,4.7,15.3,-8.4,-5.4,-0.6
COCCCn1c(=O)c2sccc2n2c(CCCC(=O)NCc3ccccc3OC)nnc12,99.0,-5.3,-5.0,100.0,-11.9,15.4,-1.9,-43.0,-0.3
COCCn1nnnc1C(C(C)C)N1CCSCC1 (centres undefined),98.0,-4.7,2.0,93.0,4.7,16.2,6.9,0.9,-1.9
O=C(c1cccs1)N1CCC(c2ccccc2)C1 (centres undefined),99.0,-2.3,-2.0,95.0,0.2,16.4,16.2,-12.2,0.0
CSc1ccc(Cn2nnc(C(=O)NCc3ccccc3)c2N)cc1,94.0,2.9,1.0,94.0,-7.7,-7.4,-58.8,-7.2,31.9
COc1cc(SC)ccc1C(=O)NCc1ccc(C)cc1,116.0,-0.1,10.0,111.0,-2.8,8.0,-12.0,-20.4,1.0
CCCCC(=O)Nc1ncc2c(n1)CC(C)(C)CC2=O,101.0,-2.9,-1.0,102.0,2.1,4.9,-6.4,-4.8,0.4
O=C(Nc1ccon1)c1sc2cc(Cl)ccc2c1Cl,110.0,-2.2,6.0,103.0,-4.5,3.1,14.6,-3.4,-1.3
CC1CCN(S(=O)(=O)c2nnc(NC(=O)COc3ccccc3F)s2)CC1,97.0,/,1.0,98.0,17.4,21.7,14.3,-18.6,4.5
Cc1cc(N2CCN(c3ccc(C(F)(F)F)cc3[N+](=O)[O-])CC2)c2ccccc2n1,134.0,-12.7,4.0,105.0,-58.5,-17.0,-13.8,23.9,0.6
CCN1CCc2nc(NC(=O)C(c3ccccc3)c3ccccc3)sc2C1,104.0,-1.2,6.0,97.0,-21.3,4.2,-2.7,4.1,4.5
Cc1cccc(N2Cc3ccccc3C2=NC(=O)c2ccc(Cl)nc2)c1,102.0,-6.3,-2.0,105.0,3.5,7.7,-4.5,-3.0,1.7
Cc1ccc(NC(=O)CCc2ccc(C)o2)c(Br)c1,104.0,-5.5,1.0,104.0,6.3,11.5,18.8,-5.8,-2.0
CCOC(=O)C1(Cc2cccc(OC)c2)CCN(Cc2ccccc2)CC1,98.0,-2.8,0.0,90.0,0.5,-0.4,-12.8,11.9,0.6

# As entered above.
# CN(C)CCOC(=O)Cc1ccc(Cl)cc1 | UBC9 SUMO inh: 4.9
# O=C(Nc1ccon1)c1sc2cc(Cl)ccc2c1Cl | UBC9 SUMO inh: 3.1

# The results go on:
compound,MEKK2 WT-MEK5,GalR3 antag,MEKK2mut PB1 HTS,MEKK3 PB1 HTS,HCV NS3 hel inh,UBC9 SUMO inh,CRFR2-BP antag,FID counter,CRFBP-R2 agonist
CC(C)N(CCNS(=O)(=O)c1ccc(Cl)cc1)C(C)C,100.0,-5.0,0.0,99.0,-1.7,8.0,28.0,4.6,-0.7
CCCCOc1cccc(C(=O)NC(=S)Nc2cccc(NC(=O)c3ccccc3Cl)c2)c1,105.0,0.8,1.0,137.0*,0.8,0.0,-9.7,-1.8,-0.7
O=C1CC(c2ccccc2)Cc2nc(NCc3ccco3)ncc21 (centres undefined),/,-4.1,/,/,3.5,8.4,3.0,-7.1,-8.6
O=C(CSc1nnc(-c2cc3ccccc3cc2O)n1Cc1ccco1)c1ccc(F)cc1,90.0,-4.0,-6.0,101.0,7.4,4.7,-5.9,-28.7,0.4
COC(=O)CSc1nc2cc(C)cc(C)c2cc1C#N,101.0,-3.3,3.0,102.0,3.2,-18.7,0.3,0.1,1.1
O=C(O)CCCC(=O)N1CCN(c2nc(-c3ccccc3Cl)c3cc(Br)ccc3n2)CC1,119.0,-9.1,26.0*,119.0,-33.9,17.7,-0.6,-34.7,-1.1
CCN(CC)S(=O)(=O)c1cccc(C(=O)OC2CC(C)OC2=O)c1 (centres undefined),100.0,-8.4,1.0,103.0,10.8,13.0,2.5,-6.2,1.0
Cn1c(N)c(-c2nc3cccnc3n2C)sc1=S,101.0,-6.5,0.0,100.0,-0.3,25.9,2.2,-2.2,-0.1
O=C(CSc1nc2ccccc2o1)Nc1ccccc1,105.0,-6.4,6.0,107.0,-2.8,1.1,5.2,-1.0,0.4
COC(=O)c1ccc(C(=O)OC)c(NC(=O)C2CC2)c1,112.0,-3.8,1.0,122.0,-3.6,9.1,9.0,-6.3,-2.1
CCCSCCCNC(=O)Cn1nc(CC)n2c(cc3c(OC)cccc32)c1=O,107.0,-4.1,5.0,102.0,-11.0,18.3,8.4,-15.5,-0.1
CC1CC(NC(=O)c2cnc3n(c2=O)CCS3)CC(C)(C)C1 (centres undefined),102.0,/,9.0,101.0,/,2.8,-23.7,/,-0.7
CCN(CC)c1ccc(C2C(C(=O)OCCOC)=C(C)NC3=C2C(=O)CC(C)(C)C3)cc1 (centres undefined),104.0,-4.5,3.0,102.0,9.5,24.3,4.0,-3.9,-1.2
Cn1c(=O)cc(SCC(=O)Nc2ccc3c(c2)OCO3)c2ccccc21,106.0,8.3,5.0,104.0,7.8,28.3,14.6,-4.6,0.0
CCCC(=O)Nc1ccccc1NC(=O)C1CCCCC1,99.0,4.9,0.0,100.0,5.1,-4.2,9.8,-5.6,-1.3
COc1ccc(NC(=O)CSc2nncc(=O)n2N)cc1OC,106.0,2.2,2.0,100.0,-9.4,-7.5,-5.8,-3.6,-0.9
O=C(Cc1ccc(S(=O)(=O)N2CCOCC2)s1)NCC1CCCCC1,103.0,-1.1,4.0,103.0,3.2,8.7,-12.3,-9.1,0.9
Cc1nc(COc2ccc(C(=O)Nc3ccccc3N3CCOCC3)cc2)cs1,94.0,-4.3,0.0,96.0,-4.1,10.4,3.5,-34.5,0.0
Cc1ccc(-c2nn[nH]n2)cc1,108.0,-5.5,2.0,100.0,30.0,6.4,34.3,3.4,-2.3
Cc1nn(-c2ccccc2)c2c1C1(C(=O)N(C)c3ccccc31)C(C#N)=C(N)O2 (centres undefined),103.0,-4.8,0.0,108.0,42.0*,-10.9,-2.7,-22.1,-0.7
Cc1cccc(OCc2nnc3n2CCCCC3)c1,109.0,-1.3,0.0,107.0,-2.9,-8.2,-21.8,-3.9,-0.9
NC(=O)CC[C@@H]1NC(=O)[C@H](CO)NC(=O)c2cc([N+](=O)[O-])cc(I)c2NCC[C@@H](C(N)=O)NC(=O)[C@H](Cc2ccc(O)cc2)NC1=O,99.0,/,-5.0,99.0,18.0,9.4,/,4.9,/
COc1cc2cc(C(=O)N3CCN(Cc4ccc5c(c4)OCO5)CC3)c(=O)oc2cc1OC,86.0,-0.6,-14.0,80.0,1.2,32.2,6.3,-16.1,-0.1
Nc1ccc(OCc2ccccc2)cc1,108.0,1.3,4.0,108.0,1.1,-1.1,12.1,0.1,-0.2
Cc1ccc(S(=O)(=O)CCSc2ccc(C(F)(F)F)cn2)cc1,99.0,-4.6,2.0,100.0,-6.0,10.7,-19.6,-0.9,-1.0
COc1ccc(C(=O)NC(C)CCn2cccn2)cc1OC1CCN(C(C)C)CC1 (centres undefined),115.0,1.3,6.0,106.0,-2.7,-6.7,3.4,-1.2,0.9
CCc1cc2c(CN3CCN(CCO)CC3)cc(=O)oc2cc1O,105.0,-0.5,7.0,110.0,-4.2,44.7,1.2,5.1,2.7
CCCC1(C(=O)OCC)NC(c2ccc(N(C)C)cc2)C2C(=O)N(c3ccc(OCC)cc3)C(=O)C21 (centres undefined),107.0,-3.9,5.0,109.0,6.3,10.3,-5.0,-11.1,0.1
O=C(Nc1ccc(Oc2cccnc2)cc1)c1cccc([N+](=O)[O-])c1,95.0,/,-2.0,92.0,1.1,-5.2,19.4,4.9,-0.7
O=C(O)C1CCCN1S(=O)(=O)c1ccc2[nH]c(=O)c(=O)[nH]c2c1 (centres undefined),102.0,-4.8,-2.0,97.0,-0.2,9.8,-2.0,-0.7,1.6
COc1ccc(NS(=O)(=O)c2cc(Cl)ccc2Cl)cc1S(=O)(=O)N1CCCCC1,92.0,0.9,-2.0,104.0,-7.5,11.6,32.4,-20.7,0.9

# The list is partial. The share of hits here may be higher or lower than overall.
